eLon inh = inhibitors of E. coli Lon protease, primary screen, biochemical, fluorescence polarization | P0A9M0 | purified E. coli Lon protease | inhibition, % at 7.94 µM | 360,000 compounds, 0.42% hits | AID 602123, 2011; in the data active = inhibition above about 13%, passing the limit was not always enough;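 note: 0% = enzyme with probe and DMSO and 100% = no enzyme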
MsrA act = bovine MsrA enzyme activators, primary screen, biochemical, absorbance, HTS | activation, % at 10.6 µM | 360,000 compounds, 0.3% hits | Methionine sulfoxide reductase A (Bos taurus) | purified bovine MsrA, absorbance read-out; in the data active = activation above about 7.5%;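 note: 0% = vehicle and 100% = reference activator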
MT1-MMP act inh = blockers of MT1-MMP proenzyme processing, primary screen, HT1080 RFP-PRO-GFP cells, GFP/RFP fluorescence | Matrix metalloproteinase-14 (Homo sapiens), P50281 | GFP/RFP ratio fluorescence, overnight; percent of plate control window, DMSO zero | GFP/RFP ratio change, % at 20 µM | 360,000 compounds, 0.061% hits;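 active = GFP/RFP ratio change of at least 30% with cell ATP level not reduced by more than half and red fluorescence within 50% of control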; note: strong numbers were not always called active
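system = RFP-PRO-GFP reporter HT1080 cells | dosing = 20 µM single dose, 1% DMSO | timing = overnight cell settling, then overnight compound exposure, 37 °C, 5% CO2 | read-out basis = GFP/RFP fluorescence ratio | controls = DMSO and RFP-L50D-GFP cell wells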
MsrA inhibitor = bovine MsrA enzyme inhibitors, primary screen, biochemical, absorbance, HTS; Methionine sulfoxide reductase A (Bos taurus); purified bovine MsrA, absorbance read-out; inhibition, % at 15.5 µM; 360,000 compounds, 0.75% hits; AID 651718, 2012; in the data active = inhibition above about 4.5%;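 note: 0% = vehicle wells with enzyme and 100% = reference inhibitor wells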
Rpn11 inh = Rpn11 (PSMD14) deubiquitinase inhibitors, primary screen, biochemical, fluorescence polarization, uHTS | 26S proteasome non-ATPase regulatory subunit 14 (Homo sapiens), O00487 | human 26S proteasome, Ub4-pepOG fluorescence polarization; 20S core pre-blocked with epoxomicin | calls only at 20 µM | 360,000 compounds, 0.59% hits;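 active = inhibition at 20 µM, scaled to each plate's controls, above about 33%, limit read from the data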
Target sequence (O00487 whole entry, looked up): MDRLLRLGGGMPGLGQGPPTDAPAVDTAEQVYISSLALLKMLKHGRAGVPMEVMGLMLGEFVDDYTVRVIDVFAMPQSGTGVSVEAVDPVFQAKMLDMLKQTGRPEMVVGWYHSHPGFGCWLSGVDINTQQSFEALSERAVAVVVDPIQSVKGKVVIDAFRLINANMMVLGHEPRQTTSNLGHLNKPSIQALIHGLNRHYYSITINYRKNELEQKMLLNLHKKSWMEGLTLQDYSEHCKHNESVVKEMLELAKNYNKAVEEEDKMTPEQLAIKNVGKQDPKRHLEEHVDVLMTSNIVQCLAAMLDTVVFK
Rin1-Abl PPI inh = inhibitors of Rin1-Abl protein binding, primary screen, biochemical, TR-FRET. Tyrosine-protein kinase ABL1 (Homo sapiens) + Ras and Rab interactor 1 (Homo sapiens), …. inhibition, % at 7.35 µM. 360,000 compounds, 0.4% hits; in the data active = inhibition above about 5%, passing the limit was not always enough
CSN deneddyl inh = inhibitors of CSN-mediated cullin deneddylation, primary screen, biochemical, fluorescence polarization, uHTS; inhibition, % at 12.5 µM; Purified CSN, SCF-Nedd8-OG deneddylation; AID 651999, 2013; COP9 signalosome complex subunit 5 (Homo sapiens), Q92905; 360,000 compounds, 0.38% hits;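 active = pattern-corrected inhibition above about 35%, with an unprinted fluorescence ratio check between 0.5 and 1.5, limit read from the data, passing the limit was not always enough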;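 note: 0% = enzyme with substrate and 100% = substrate without enzyme; some results filed as inactive read as strong as hits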
Target sequence (Q92905 whole entry, looked up, one chain of several): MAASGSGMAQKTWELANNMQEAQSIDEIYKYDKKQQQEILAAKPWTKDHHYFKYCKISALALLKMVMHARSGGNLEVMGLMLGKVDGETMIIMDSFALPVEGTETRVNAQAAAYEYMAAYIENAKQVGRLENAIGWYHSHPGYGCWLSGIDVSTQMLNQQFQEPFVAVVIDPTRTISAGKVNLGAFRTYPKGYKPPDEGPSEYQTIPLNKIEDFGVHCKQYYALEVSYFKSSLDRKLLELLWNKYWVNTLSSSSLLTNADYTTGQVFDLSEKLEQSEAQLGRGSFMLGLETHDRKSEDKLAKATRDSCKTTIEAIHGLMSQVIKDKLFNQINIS
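Schedule: reaction 90 min, room temperature / Assay system: HEK293T-derived human Csn5 enzyme / Input: Csn5 at 0.24 nM final / Measure: inhibition of Csn5 cleavage, % / Control set: substrate-only high control, full reaction low control / Technique: fluorescence polarization of the substrate / Buffer or medium: Tris/NaCl/DTT buffer, pH 7.5 / Reagent: SCFSkp2-Nedd8OG substrate at 10 nM final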
FAS-TE inh = FAS thioesterase domain inhibitors, primary screen, biochemical, fluorescence intensity, uHTS | recombinant FAS-TE, OMFH fluorogenic substrate, fluorescence endpoint | inhibition, % at 15 µM | 360,000 compounds, 0.67% hits | AID 602261, 2012;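 active = compounds whose normalised, plate-corrected inhibition of enzyme fluorescence in the single-dose primary screen is 50% or more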;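 note: 0% = DMSO with enzyme and 100% = substrate without enzyme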
PABP1 MLLE inh = inhibitors of PABP1 MLLE–PAM2 peptide binding, primary screen, biochemical, fluorescence polarization, FITC-PAM2, GST-MLLE | Polyadenylate-binding protein 1 (Homo sapiens), P11940 | inhibition, % at 20 µM | 360,000 compounds, 0.36% hits | AID 588489, 2011; in the data active = inhibition above about 35%, passing the limit was not always enough;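 note: plate controls were DMSO wells with GST-MLLE for no effect and wells lacking GST-MLLE protein for full effect; some results filed as inactive read as strong as hits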
* marks the source's active call; other numbers are inactive results; i = inactive; x = not tested or not shown.

Order of values – FAS-TE inh, Rin1-Abl PPI inh, eLon inh, MsrA inhibitor, CSN deneddyl inh, MsrA act, Rpn11 inh, MT1-MMP act inh, PABP1 MLLE inh
COCCOC(=O)N1CCCCC1c1cc(C(=O)Nc2cccc3c2CCCC3)no1 (configuration not stated)
 : 6, -2, -8, -0.6, 4, -2, i, -5, 8
COc1ccc(C2/C=C\CN(C(=O)c3ccc(C)cc3)[C@H](Cc3ccccc3)C(=O)N2Cc2ccc(F)cc2)cc1 (some centres not stated)
 : 39, 2, 10, x, 0, -1, i, -8, 14
Cc1ccc(-n2nc3c([n+]2[O-])CCc2nonc2-3)cc1
 : 6, 2, -10, 0.0, 3, 4, i, -4, 5
CCOc1ccccc1CN1CCNC(=O)C1CC(=O)NCc1cc(C)n(C)n1 (configuration not stated)
 : -5, 3, 1, 0.6, 3, 3, i, -2, 15
Brc1ccc(C2NCCS2)cc1 (configuration not stated)
 : -1, 0, -6, 0.4, -3, 0, i, -3, 34
C=CC[C@@H](CC(=O)NCCO)C(=O)NC[C@H](OC(=O)[C@@H](CC=C)Cc1ccc(F)cc1)c1ccccc1
 : 24, 1, -6, -1.1, 2, 2, i, -7, 2
COc1cc(NC(=O)CN(c2ccc(C)cc2)S(=O)(=O)c2c(C)noc2C)cc(OC)c1
 : 26, 3, -2, -0.3, 1, -2, i, -2, -2
O=C(CN1C(=O)NC2(CCCCCCC2)C1=O)NC(=O)NCc1ccco1
 : -2, 3, 13, -0.9, 2, -9, i, 8, -6
O=C(Cc1cccs1)NCC1CCCO1 (configuration not stated)
 : -8, -4, 9, -0.2, 6, -2, i, 1, 8
COC(=O)CC/C(O)=C1\C(=O)CC(C)(C)CC1=Nc1ccccc1OC
 : 0, -2, -2, 1.1, -2, -1, i, 0, 1
COc1ccc(N2CC(C(=O)Nc3cccc(C)n3)CC2=O)cc1 (configuration not stated)
 : -10, 2, 5, -0.9, 2, -4, i, -2, 4
O=C(NC1Cc2ccccc2C1)c1cc(COc2ccc(F)cc2Cl)on1
 : -3, -1, 4, -1.1, 8, -1, i, 0, -6
Cc1ccc(NC(=O)CCc2ccc(C)o2)c(Br)c1
 : 1, -2, -2, -0.5, -1, -3, i, 2, -8
O=C(CN1CCN(S(=O)(=O)c2cccs2)CC1)NCC1CCCCC1
 : 3, 2, -3, 0.1, -5, -4, i, 0, 13
O=C(CSc1ccc(-c2ccccc2)nn1)N1CCOCC1
 : -9, -3, -3, 1.2, 0, -3, i, 5, 17

Shown with bars between the fields: entries from further up
Structure | FAS-TE inh | Rin1-Abl PPI inh | eLon inh | MsrA inhibitor | CSN deneddyl inh | MsrA act | Rpn11 inh | MT1-MMP act inh | PABP1 MLLE inh
CCOc1ccccc1CN1CCNC(=O)C1CC(=O)NCc1cc(C)n(C)n1 (configuration not stated) | -5 | 3 | 1 | 0.6 | 3 | 3 | i | -2 | 15
Brc1ccc(C2NCCS2)cc1 (configuration not stated) | -1 | 0 | -6 | 0.4 | -3 | 0 | i | -3 | 34

6 records drawn at random from the list so far:
Order of values – FAS-TE inh, Rin1-Abl PPI inh, eLon inh, MsrA inhibitor, CSN deneddyl inh, MsrA act, Rpn11 inh, MT1-MMP act inh, PABP1 MLLE inh
CCOc1ccccc1CN1CCNC(=O)C1CC(=O)NCc1cc(C)n(C)n1 (configuration not stated)
 : -5, 3, 1, 0.6, 3, 3, i, -2, 15
Cc1ccc(NC(=O)CCc2ccc(C)o2)c(Br)c1
 : 1, -2, -2, -0.5, -1, -3, i, 2, -8
COC(=O)CC/C(O)=C1\C(=O)CC(C)(C)CC1=Nc1ccccc1OC
 : 0, -2, -2, 1.1, -2, -1, i, 0, 1
O=C(CN1CCN(S(=O)(=O)c2cccs2)CC1)NCC1CCCCC1
 : 3, 2, -3, 0.1, -5, -4, i, 0, 13
Brc1ccc(C2NCCS2)cc1 (configuration not stated)
 : -1, 0, -6, 0.4, -3, 0, i, -3, 34
COc1cc(NC(=O)CN(c2ccc(C)cc2)S(=O)(=O)c2c(C)noc2C)cc(OC)c1
 : 26, 3, -2, -0.3, 1, -2, i, -2, -2

(more compounds)
Order of values – FAS-TE inh, Rin1-Abl PPI inh, eLon inh, MsrA inhibitor, CSN deneddyl inh, MsrA act, Rpn11 inh, MT1-MMP act inh, PABP1 MLLE inh
CC(O)(c1ccc(F)c(F)c1)c1nc(-c2ccncc2)cs1 (configuration not stated)
 : 1, -1, -3, 1.2, 2, -2, i, -3, 1
O=C(c1ccccn1)N(Cc1ccco1)C1(C(=O)Nc2ccc(Br)cc2)CCCCC1
 : 15, -2, 2, 0.1, 3, -2, i, -2, -17
CCOc1c(C)cnc2c1c(=O)n(Cc1c(F)cccc1Cl)c(=O)n2C
 : 13, -1, -4, -0.2, 2, -11, i, 8, -8
COc1ccccc1OCC(O)CN1C(=O)NC(C)(C)C1=O (configuration not stated)
 : -2, -1, -4, 0.1, -2, -1, i, -2, 7
CCC(C)(C)n1nnnc1C(c1cc2ccc(OC)cc2[nH]c1=O)N1CCCCC1 (configuration not stated)
 : -3, -5, -17, 2.1, 1, -5, i, -13, -11
COc1ccc(C(=O)Nc2cccc(C(=O)O)c2)cc1S(=O)(=O)N1CCCC1
 : -4, 3, 3, -0.6, -1, -4, i, 0, 7
COc1ccc(C(=O)NNC(=O)CSc2nc(C(C)C)nc3ccccc23)cc1
 : 2, -10, -1, -0.2, -6, -2, i, -3, 10
Cc1cccc(N2C(=O)SC(SC(=Nc3ccccc3)Nc3ccccc3)C2=O)c1 (configuration not stated)
 : 3, -3, -2, -1.4, -2, -9, i, -8, 21
O=C1[C@@H]2C(Cc3ccc(O)cc3)NC3(C(=O)Nc4ccc(F)cc43)[C@@H]2C(=O)N1c1ccc(F)cc1 (some centres not stated)
 : -3, 2, -5, 0.8, 0, -1, i, -4, -2
O=C(c1ccccc1-c1nc(-c2ccccc2Cl)no1)N1CCOCC1
 : -2, 4, 0, -0.9, 1, -2, i, -3, -6
CCCn1c(N)c(N(CCOC)C(=O)CSc2c(Cl)cccc2Cl)c(=O)[nH]c1=O
 : -4, 3, -14, -1.2, -3, -9, i, -1, 0
CNS(=O)(=O)c1cc(-c2nnc(Nc3ccc(NC(C)=O)cc3)c3ccccc23)ccc1C
 : 1, 0, 10, 1.1, 3, -4, i, 7, -4
O=C(N1CCOCC1)N1CCN(c2nc(-c3ccc(F)cc3)cs2)CC1
 : 13, 0, 6, -0.1, -2, -9, i, 5, -9
Cc1ccc(NC(=O)c2cccc(S(=O)(=O)N(C)C3CCCCC3)c2)nc1
 : 16, -6, 2, 0.2, 3, -2, i, 2, 8
Cc1ccccc1NC(=O)c1ccc(CSc2ncccn2)cc1
 : -6, -5, -2, -2.0, 4, -9, i, -8, 14
CCCn1c(O)c(/C=C2\C=NN=C2c2ccccc2)sc1=S
 : -91, -3, -12, 0.0, -2, 0, i, -1, -13
N#Cc1cnn2c1nc(N1CCOCC1)c1ccccc12
 : -8, -4, -7, -0.5, -3, -11, i, 7, -6
CCOC(=O)[C@]12CCCC=C1N(Cc1ccc3c(c1)OCO3)C(=O)[C@H](CC(=O)NCc1ccc(C)o1)C2
 : -4, x, 0, -1.4, -2, -1, x, -1, x
COc1ccc(C)c2sc(N(CCN(C)C)C(=O)c3ccc4ccccc4c3)nc12
 : 21, 0, -3, 0.0, -5, 3, i, 2, -11
CC1CCN(S(=O)(=O)c2ccc3c(c2)oc(=O)n3CC(=O)N2CCc3ccccc3C2)CC1
 : -2, -2, -12, -0.7, 0, -1, i, 1, -13
CC1CCC2C(=O)N(c3ccc(Cc4ccncc4)cc3)C(=O)C2C1 (configuration not stated)
 : 1, 0, 7, 1.6, -11, -2, i, -3, 5
CC(C)N(CCc1ccncc1)C(=S)Nc1ccc(F)c(Cl)c1
 : 1, 2, -15, -0.3, -1, -3, i, 2, -64
CC(C)(C)c1ccc(S(=O)(=O)N2CCN(CC(=O)NC(=O)NC3CCCCC3)CC2)cc1
 : 17, -2, 2, -0.2, -8, -1, i, -5, 15
COc1ccccc1N1C(=NC(=O)C2CCCCC2)SC2CS(=O)(=O)CC21 (configuration not stated)
 : 2, 1, 6, 1.3, 2, -6, i, 4, 7
O=C([C@H](Cc1ccc(O)cc1)n1cc(CCO)nn1)N1CCNCC1
 : -10, 2, -8, -0.3, 0, -1, i, 2, 0
O=C(COC(=O)CN1C(=O)C2CCCCC2C1=O)Nc1ccc(F)c(F)c1F (configuration not stated)
 : -8, 3, 3, 1.4, -1, 0, i, 0, 15
COc1ccccc1CNC(=O)c1cccc(N(C)C)c1
 : 2, 2, -3, 1.3, 0, 1, i, 3, 3
COc1ccc(OC)c(/C(C)=N\NC(=O)c2cc3cc(Cl)ccc3n2C)c1
 : 32, 3, -1, 0.9, 0, -2, i, -3, 2
CCCc1ccc2c(C(F)(F)F)cc(C(F)(F)F)cc2n1
 : -11, 4, -12, -1.6, -5, -4, i, 3, 3
COc1ccc(CCNC(=O)c2cccc(S(=O)(=O)N3CCCCCC3)c2)cc1
 : 15, -1, 5, 0.6, -1, -1, i, -1, 10
CCC(=O)NN1CCN(c2ccncc2S(=O)(=O)N2CCCCC2)CC1
 : -3, 1, -9, -0.8, -5, -3, i, -1, 2
CSc1ccc(Cn2nnc(C(=O)NCc3ccccc3)c2N)cc1
 : -2, 0, 1, -0.3, -3, -1, i, 3, 2
CCCOC(=O)Nc1nc(-c2ccc(C)cc2)c(C)s1
 : 12, -1, 9, 0.6, -7, -6, i, 1, 8
O=C(CCNS(=O)(=O)c1ccc(Cl)cc1)Nc1ccncc1
 : -5, -5, 6, -0.8, 3, -9, i, 2, -22
COc1ccc(-c2sc(Nc3ccccc3)n[n+]2-c2ccc(F)cc2)c(C)c1C
 : -124, -2, -3, -1.8, -1, -2, i, 5, 23
CCOc1ccccc1OCC(=O)Nc1cc(S(=O)(=O)N2CCCCC2)ccc1N1CCN(CC)CC1
 : 3, -1, -14, 0.1, -1, -1, i, -2, -105
O=S(=O)(c1ccc(F)cc1)N1CCN=C1SCc1cccnc1
 : -7, -2, 1, -0.8, 0, -3, i, -1, 28
Cc1ccccc1N(C(=O)c1csnn1)C(C(=O)NC(C)(C)C)c1ccncc1 (configuration not stated)
 : 3, 1, 0, 0.9, 5, -1, i, 2, 15
CC(=O)c1csc(Nc2ccccc2Cl)n1
 : -4, 4, -5, 0.0, -3, -2, i, 1, 2
CN(C1CCCCC1)S(=O)(=O)c1ccc(S(=O)(=O)N2CCN(C(=O)c3ccccc3F)CC2)cc1
 : 24, -3, 1, 0.7, -1, -2, i, -2, -3
COc1ccc(OC)c(S(=O)(=O)N2CCC(C(=O)NC3CCCCC3)CC2)c1
 : -3, 2, 3, 1.3, -1, -9, i, 7, 4
CCn1c(-c2ccc3ncccc3c2)n[nH]c1=S
 : -6, -3, -11, 0.8, 3, -1, i, -6, -2
